KB-V1 cytotox = kills drug-selected multidrug resistant KB-V1 cells. hit rate 3.4% among 400,000. Potency, µM (doses to about 46.1 µM), for the others: at the highest dose activity change, negative = cytotoxicity, actives largely listed as cytotoxic. KB-V1 MDR cells viability, CellTiter-Glo, 72 h; further: potency means the concentration at half of the fitted maximal effect; on the % scale 0 is the no-effect control and ±100 the full control effect; nearly all actives have a fitted effect of over 60% in size
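Potencies derive from concentration-effect curves fitted to normalized luminescence (CellTiter-Glo) of KB-V1 cells treated for 72 h at 37 degrees C in phenol-red-free DMEM containing 10% FBS.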
HT1080 IDH1KD tx = toxicity to HT-1080 IDH1 knockdown cells (counter line); hit rate 2% among 360,000; AID 686971; Potency, µM (series often up to 46.1 µM), for the others: at the highest dose activity, negative = toxicity, actives largely listed as cytotoxic; HT-1080 IDH1 knockdown viability, ATP luminescence, 48 h;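 further: potency means the concentration at half of the fitted maximal effect; 0% = DMSO wells and -100% = cell-free medium wells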
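HT-1080-IDH1KD cells (IDH1 knocked down), 750/well in RPMI with 5% FBS, treated with compound 48 h at 37 degrees C. Viability by CellTiter-Glo luminescence, normalised to DMSO and no-cell wells; concentration-response curves classed.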
ATXN viability = cell viability loss in ATXN counter-screen | S2 cells (HEK-293 line with an ATXN2-luciferase reporter) viability, CellTiter-Fluor protease fluorescence, 24 h | Potency, µM (doses to about 56.7 µM), actives largely listed as cytotoxic | hit rate 0.49% among 400,000 | AID 651635; further: potency means the concentration at half of the fitted maximal effect; nearly all actives have a fitted effect of over 40% in size
KB-3-1 tox = kills parental KB-3-1 adenocarcinoma cells. KB-3-1 viability, CellTiter-Glo ATP luminescence, 72 h. Potency, µM (titrated, usually from 46.1 µM), for inactives: top-dose activity change, negative = cytotoxic, usual class: cytotoxic. hit rate 1.4% among 400,000. AID 1347075; further: potency means the concentration at half of the fitted maximal effect; on the % scale 0 is the no-effect control and ±100 the full control effect; nearly all actives have a fitted effect of over 60% in size
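Luminescent ATP read-out (CellTiter-Glo) measures survival of drug-naive KB-3-1 cells after 72 h compound exposure at 37 °C. Titration series was screened from lowest to highest concentration, with DMSO vehicle plates as background controls.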
HT1080NT lethal = kills 2HG-producing HT-1080-NT fibrosarcoma cells | HT-1080-NT fibrosarcoma viability, CellTiter-Glo ATP luminescence, 48 h | Potency, µM (top dose mostly 46.1 µM), without a hit: at the top dose activity, negative = less viability, actives largely listed as cytotoxic | hit rate 1.6% among 360,000;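 further: NT is the 2HG producing partner of a matched IDH1 knockdown line; potency means the concentration at half of the fitted maximal effect; 0% = DMSO-treated cells and -100% = media-only wells without cells; nearly all actives have a fitted effect of over 55% in size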
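A 48-hour cytotoxicity screen used HT-1080-NT cells plated 2 hours before compound delivery. ATP-based CellTiter-Glo luminescence measured viability, normalized to DMSO and no-cell controls.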
SW480 rerep = DNA re-replication induction in SW480 cells | AID 624297 | Potency, µM (doses to about 46.1 µM), without a hit: top-dose re-replication activation, usual class: activators | hit rate 1.8% among 340,000 | SW480 DNA re-replication, Hoechst DNA content imaging, 48 h; further: potency means the concentration at half of the fitted maximal effect; % of control where 0% means no effect; nearly all actives have a fitted effect of over 55% in size
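Readout is total intensity of Hoechst-stained nuclei, excited at 405 nm and collected at 500-530 nm. Compound treatment lasted 48 hr at 37 C in 5% CO2 before staining.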
IL1B secr inh = blocks inflammasome-driven IL-1 beta release; activity change, % at 57.5 µM; hit rate 4.7% among 360,000; THP-1 LPS/ATP IL-1B secretion, AlphaLISA, 16 h; active compounds read low; in the data active means activity change below about -50%; inconclusive means mostly about -30% to -49%; further: on the % scale 0 is the no-effect control and ±100 the full control effect
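THP-1 cells pretreated 1 hr with compounds (up to 57.5 uM final), then stimulated with LPS (250 ng/mL final) plus ATP (1.25 mM final); secreted IL-1B measured by AlphaLISA after 16 hr, decreased signal indicating inhibition.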
MCF10A rerep = induces DNA re-replication in MCF 10a normal breast cells | hit rate 2.9% among 350,000 | MCF 10A DNA re-replication, Hoechst nuclear intensity, 48 h | AID 624296 | Potency, µM (top dose mostly 46.1 µM), without a hit: at the highest dose activity, positive = re-replication, usual class: activators; further: potency means the concentration at half of the fitted maximal effect; % of control where 0% means no effect; nearly all actives have a fitted effect of over 50% in size
ATXN2 expr inh = reduces ATXN2 reporter expression in HEK-293 cells | Potency, µM (titrated, usually from 57 µM), for the others: at the top dose activity change, negative = inhibition, actives largely listed as inhibitors | hit rate 0.72% among 360,000 | HEK-293 ATXN2-luciferase reporter, luminescence, 24 h; further: potency means the concentration at half of the fitted maximal effect; on the % scale 0 is the no-effect control and ±100 the full control effect; nearly all actives have a fitted effect of over 55% in size
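ATXN2-luciferase reporter cells (luciferase flanked by upstream and downstream ATXN2 gene portions) were treated 24 h at 37 °C with compounds at up to 57 uM. SteadyGlo luminescence gave expression; GF-AFC fluorescence gave viability.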
* hit, by the source's call; i = inactive; u = inconclusive; x = no result given; & = joins results of further samples; [ ] = dose if it differs, or a comment. Unless noted, the call rests on the fitted dose curve; in most records, active means well fitted curve in the direction sought with a large enough effect; inconclusive means small, poorly fitted or top-dose-only effect, or another doubt; inactive means no such curve, though single readings can be large; an effect the other way counts as inactive or inconclusive.

SMILES	KB-V1 cytotox	HT1080 IDH1KD tx	ATXN viability	KB-3-1 tox	HT1080NT lethal	SW480 rerep	IL1B secr inh	MCF10A rerep	ATXN2 expr inh
CCOc1ccc(-n2nc(C(=O)NC3CCCCC3)c3ccccc3c2=O)cc1	0%	14%	i	2%	10%	-14%	4	-2%	-10%
CCc1cccc(C)c1NC(=O)C1CCN(S(=O)(=O)Cc2ccccc2)CC1	0%	x	u	9%	x	x	x	x	-7%
COc1cccc(-c2cnc3c(NC=O)cc(-c4ccc(O)c(OC)c4)cn23)c1	-8%	u	u	u	u	x	40	x	-68%
O=C(c1ccc(N2CCCC2)c([N+](=O)[O-])c1)N1CCN(CCO)CC1	0%	10%	i	12%	5%	11%	21	0%	-3%
CCCCn1c(N)c(N(CCOC)C(=O)c2cc(-c3ccccc3)nc3ccccc23)c(=O)[nH]c1=O	5%	-13%	i	0%	-10%	2%	-13	9%	-6%
O=C(Nc1ccccc1)C1=C(Nc2ccccc2)CSC1	u	3%	u	-2%	4%	x	-22	x	x
Cc1ccc(Cn2nnc3c(=O)n(CC(=O)NCC4CCCO4)cnc32)cc1 (configuration not stated)	19%	14%	i	10%	1%	-8%	-7	3%	-2%
COc1cc2c(C(F)(F)F)c(-c3ccsc3)oc(=O)c2cc1OC	-2%	-21%	i	-5%	-20%	u	0	-40%	-5%
Cc1nn(Cc2ccccc2)c(Cl)c1C(=O)OCc1nnc(-c2ccc(Cl)cc2)o1	-29%	-4%	i	-11%	-3%	-5%	16	15%	-3%
COc1ccc(C(=O)N/N=C/c2cccc3cccnc23)cc1	u	u	i	u	-16%	u	133	u	22µM*
COc1cccc(C(=O)NC(C)c2ccc(Br)cc2)c1 (configuration not stated)	-11%	-10%	i	-5%	-7%	-5%	-30	6%	-4%
NS(=O)(=O)c1ccc(CCNC(=O)c2ccccc2-c2ccccc2)cc1	-11%	-10%	i	-8%	-6%	u	11	23%	-8%
COc1ccc(NC(=O)Cn2nnc(C(=O)NCc3ccccc3)c2N)cc1Cl	0%	-19%	i	3%	-22%	2%	21	-7%	-4%
CCOc1cnc(-c2c(-c3ccccc3Cl)noc2C)o1	u	-10%	i	-1%	5%	-41%[inhibitor]	u	-40%[inhibitor]	-1%
CC1(C)S[C@@H]2[C@H](NC(=O)[C@H](N)c3ccc(O)cc3)C(=O)N2[C@H]1C(=O)O	-1%	4%	i	0%	-1%	-13%	-8	0%	1%
Cc1[nH]n(-c2ccccc2)c(=O)c1C=Nc1ccc(S(=O)(=O)NC(N)=O)cc1	-13%	-5%	i	-9%	0%	3%	0	0%	x
O=C1C2C3C=CC(C3)C2C(=O)N1c1cccnc1 (configuration not stated)	0%	0%	i	8%	13%	-1%	15	-4%	14%
Cc1ccc(NC(=O)c2nnn(-c3cccc(C(F)(F)F)c3)c2N)cc1	-1%	12%	i	-13%	24%	-2%	-5	10%	-16%
Cc1nn(C(C)c2n[nH]c(=S)n2-c2cccc(Cl)c2)c(C)c1[N+](=O)[O-] (configuration not stated)	-7%	0%	u	0%	0%	-2%	-2	3%	0%
O=S(=O)(NCCc1csc(-c2cccnc2)n1)c1cccc(F)c1	u	7%	u	-4%	11%	-5%	-7	1%	-1%
C#CCOCCOCCOCCNc1nc(N2CCN(C(=O)[C@H](Cc3ccc(O)cc3)n3cc([C@@H](N)CC(C)C)nn3)CC2)nc(N2CCN(C(=O)[C@H](Cc3cc4ccccc4[nH]3)n3cc([C@@H](N)CC(C)C)nn3)CC2)n1	8%	11%	u	18%	7%	-4%	16	13%	2%
O=C(NC1CCCC1)C(c1cccs1)N(Cc1ccco1)C(=O)c1csnn1 (configuration not stated)	-3%	-2%	u	14%	7%	4%	-10	-1%	-35%
COc1cc(OC)cc(C2=Cc3ccccc3C(CC(C)=O)N2c2ccc(-c3cccs3)cc2)c1 (configuration not stated)	-7%	3%	i	u	0%	x	18	x	12%
O=C(Cc1ccccc1)NN1C(=O)c2ccccc2C1=O	2%	11%	i	6%	6%	-2%	3	0%	-18%
COCCN(CCOC)C(=O)CN1C(=O)NC2(CCCc3sccc32)C1=O (configuration not stated)	7%	13%	i	0%	9%	1%	1	-7%	2%

Entries from the list above containing fluorine:
SMILES	KB-V1 cytotox	HT1080 IDH1KD tx	ATXN viability	KB-3-1 tox	HT1080NT lethal	SW480 rerep	IL1B secr inh	MCF10A rerep	ATXN2 expr inh
COc1cc2c(C(F)(F)F)c(-c3ccsc3)oc(=O)c2cc1OC	-2%	-21%	i	-5%	-20%	u	0	-40%	-5%
Cc1ccc(NC(=O)c2nnn(-c3cccc(C(F)(F)F)c3)c2N)cc1	-1%	12%	i	-13%	24%	-2%	-5	10%	-16%
O=S(=O)(NCCc1csc(-c2cccnc2)n1)c1cccc(F)c1	u	7%	u	-4%	11%	-5%	-7	1%	-1%

Next results follow.
SMILES	KB-V1 cytotox	HT1080 IDH1KD tx	ATXN viability	KB-3-1 tox	HT1080NT lethal	SW480 rerep	IL1B secr inh	MCF10A rerep	ATXN2 expr inh
OC(COc1ccc(F)cc1Cl)CN1CCC(Cc2ccccc2)CC1 (configuration not stated)	-4%	-15%	u	-1%	-17%	u	-61*	6%	x
CCOC(=O)c1c(C)[nH]c(C)c1S(=O)(=O)NCc1ccccc1OCC	-5%	1%	i	-9%	-1%	-12%	6	1%	0%
COCCNC(=O)C(OC(=O)C1=Cc2ccccc2OC1)C(C)C (configuration not stated)	-14%	-3%	i	4%	0%	-4%	46	-3%	-4%
O=C(CCCN1C(=O)C(c2ccccc2)Oc2cccnc21)NCc1ccccc1F (configuration not stated)	-13%	0%	i	-5%	-1%	22%	-22	-2%	5%
O=C(c1ccco1)N1CCc2[nH]nc(-c3ccc(Cl)cc3)c2C1	-10%	-10%	i	4%	-11%	-2%	-72*	0%	-14%
O=C(O)CCn1cc(C(=O)O)c(-c2ccccc2)n1	u	-15%	i	2%	-3%	-2%	31	2%	x
CCC(C)(C)NC(=O)CN(C(=O)c1snc(C(N)=O)c1N)c1ccc2nc(C)sc2c1	-13%	-5%	i	0%	-2%	2%	-11	-6%	x
C[C@@H]1CN([C@@H](C)CO)C(=O)c2cc(NC(=O)c3ccccc3)ccc2O[C@@H](C)CCCCO[C@@H]1CN(C)Cc1ccc(C(F)(F)F)cc1	-5%	u	u	u	-28%	x	u	x	u
COc1ccc(/C=C/C(=O)c2nc3ccccc3n2CC(=O)c2ccc(OC)cc2)cc1	23µM*	-8%	i	-18%	-3%	16%	-27	2%	0%
Cc1nc2ccccc2c(=O)n1NC(=O)c1ccccc1[N+](=O)[O-]	10%	7%	i	1%	2%	7%	65	-2%	18%
CC(C)(C)N1C(=O)[C@H]2[C@@H](c3ccc(Br)cc3)N3C(=O)N(c4cccc(Cl)c4)C(=O)[C@@]3(Cc3ccccc3)[C@H]2C1=O	0%	1%	i	u	-3%	-4%	-20	-10%	1%
COc1ccc(C(=O)Nc2c(N)nc(SCC(=O)NCC3CCCO3)[nH]c2=O)cc1 (configuration not stated)	6%	21%	i	2%	9%	-3%	4	2%	-13%
CC(=O)Nc1ccc(S(=O)(=O)Nc2nc3ccc([N+](=O)[O-])cc3s2)cc1	9%	0%	i	4%	2%	-1%	-1	2%	-2%
CC(NC(=O)Cc1ccsc1)c1ccc(F)cc1 (configuration not stated)	6%	14%	i	7%	10%	-40%	-12	-2%	-5%
Cc1cccc(Nc2nc(N)nc(CN3CCN(c4ccc(F)cc4)CC3)n2)c1	u	-27%	i	u	-6%	1%	u	10%	-8%
Cc1csc2nc(CNC(=O)c3ccco3)cn12	0%	3%	i	11%	8%	-2%	28	-3%	25%
CCc1ccc(NC(=O)CSc2nnc(-c3nonc3NC(C)=O)n2-c2ccccc2)cc1	-22%	x	u	4%	x	x	x	x	-35%
CC(=O)Nc1ccc(S(=O)(=O)Nc2ccc(N3CCCCC3)cc2)cc1	-6%	-6%	u	u	-2%	5%	0	-21%	u
COc1cccc(NC(=O)c2oc3ccccc3c2NC(=O)COc2ccccc2C)c1	20%	x	i	-18%	x	x	x	x	17%
COc1cccc(-n2c(=S)sc3c(=O)n(-c4ccccc4OC)c(=S)[nH]c32)c1	u	0%	i	8%	-8%	2%	-18	1%	-7%
Cc1ccc(S(=O)(=O)Nc2nc3ccccc3nc2N2CCOCC2)cc1	5%	11%	i	8%	0%	-4%	14	3%	3%
CCOC(=O)c1sc(NC(=O)c2ccc(=O)[nH]c2)nc1C	12%	0%	i	-1%	19%	-6%	7	-5%	-15%
CCc1ccc(C2c3[nH]c4ccccc4c3CCN2C(=O)c2ccc(=O)n(C)n2)cc1 (configuration not stated)	-20%	u	i	u	-29%	13%	30	16%	8%
Cc1ccc([C@@H]2CC=C(C(=O)O)[C@H](c3ccc(F)cc3)N2S(=O)(=O)c2ccc(C)cc2)cc1	0%	-11%	i	0%	-21%	-2%	3	1%	-23%
Cc1ccc(Cl)c(OCCN2CCCC(C)C2)c1 (configuration not stated)	u	13%	i	2%	-2%	-4%	-9	6%	-12%

Next section
SMILES	KB-V1 cytotox	HT1080 IDH1KD tx	ATXN viability	KB-3-1 tox	HT1080NT lethal	SW480 rerep	IL1B secr inh	MCF10A rerep	ATXN2 expr inh
O=C(Nc1ccccc1)N1CCN(c2ccc(C(F)(F)F)cn2)CC1	8.2µM*	-6%	i	u	16%	-5%	u	1%	u
COc1ccc(C(=O)NCc2ccc(Cl)c(Cl)c2)cc1OC	u	7%	i	-7%	9%	-42%[inhibitor]	0	16%	-5%
CC1=CC(C)(C)n2c(O)c(N=NC(N)=S)c3c(C)ccc1c32	u	3%	i	8%	9%	3%	7	-1%	-28%
COC(=O)c1ccccc1-n1c(CCC(=O)O)ccc1-c1ccccc1	0%&27%	-5%	i	-5%&-25%	-3%	-5%	17	31%	0%
O=S(=O)(c1ccc(Br)cc1)n1c(Cc2ccccc2)nc2ccccc21	0%	5%	i	2%	-1%	-1%	14	9%	-9%
O=C(CSc1nnc(-c2ccc(C(F)(F)F)cn2)s1)c1ccc(Cl)cc1	13%	15%	i	1%	10%	-7%	37	0%	-2%
